# From PubChem
# TMEM16A inh: TMEM16A chloride channel inhibitors, primary screen, cell-based, HTS; 310,000 tested, 1.2% active; Anoctamin-1 (Mus musculus), Q8BHY3; HEK293 TMEM16A/YFP iodide influx fluorescence, ionomycin; normalized B-score (activity score, 25-100; higher = stronger inhibition) at 10 µM; AID 588511, 2011;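 active = ratio plate-corrected score three or more library SD toward inhibition, starting fluorescence score within five deviations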;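 note: score derived from kinetic fluorescence span divided by baseline fluorescence per well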
# MrgX1 ag: agonists of human MrgX1 receptor, primary screen, HEK293 cells, Fluo-4 calcium flux. AID 588627, 2011. B-score at 10 µM. Fluo-4 calcium fluorescence, agonist mode; stronger effect = higher value. Mas-related G-protein coupled receptor member X1 (Homo sapiens), Q96LB2. 310,000 tested, 0.44% active;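 active = calcium response B-score plate-corrected fluorescence ratio at least 3 library SD, with starting fluorescence B-score inside 5 SD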
#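 Test system: Stable human MrgX1 HEK293 cell line | Schedule: Overnight plating before 1 h dye loading | Read-out basis: Baseline-normalised fluorescence change ratio, B-scored | Detection: Kinetic calcium dye fluorescence, Fluo-4 NW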
# HDAC3 inh: HDAC3 deacetylase inhibitors, primary screen, biochemical, fluorescence, cell-free homogeneous; recombinant HDAC3, fluorogenic peptide/trypsin coupled; inhibition, % at 8.3 µM; 320,000 tested, 0.15% active; Histone deacetylase 3 (Homo sapiens), O15379; AID 2718, 2010; in the data active = inhibition above about 26%, passing the limit was not always enough
# RGS4 block: RGS4 inhibitors, primary screen, cell-based, HEK293 M3R inducible RGS4, calcium flux; Regulator of G-protein signaling 4 (Homo sapiens), P49798; Fluo-4 calcium flux; stronger effect = higher value; triggered by carbachol at its EC20; B-score at 10 µM; 310,000 tested, 0.45% active; AID 463165, 2010;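 active = B-score, a plate-corrected calcium signal, over three deviations above library mean, with baseline fluorescence within five deviations of library mean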;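 note: RGS4 expression induced by doxycycline in cells with stable M3 receptor; B-score is computed from the integrated fluorescence ratio over baseline after carbachol; higher B-score means a larger calcium signal and so more RGS4 inhibition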
# Target sequence (P49798 whole entry, looked up): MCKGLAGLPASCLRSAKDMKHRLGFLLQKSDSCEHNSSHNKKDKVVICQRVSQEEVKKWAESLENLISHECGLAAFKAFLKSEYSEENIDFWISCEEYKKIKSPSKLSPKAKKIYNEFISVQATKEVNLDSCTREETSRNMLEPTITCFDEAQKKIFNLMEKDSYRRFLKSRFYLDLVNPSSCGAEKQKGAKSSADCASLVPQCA
# MrgX1 antag: antagonists of human MrgX1 receptor, primary screen, HEK293 cells, Fluo-4 calcium flux | Mas-related G-protein coupled receptor member X1 (Homo sapiens), Q96LB2 | BAM8-22 antagonism; stronger effect = lower value | B-score at 10 µM | 310,000 tested, 1.3% active;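 active = calcium-response B-score plate-corrected more than 3 library SD below zero, starting fluorescence within 5 deviations, no agonist response on first addition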;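 note: peak minus trough fluorescence over baseline after final BAM8-22 challenge near maximal dose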
# TRPC6 inhibitor: mouse TRPC6 channel inhibitors, primary screen, cell-based, HEK293, membrane potential dye | Short transient receptor potential channel 6 (Mus musculus), Q61143 | ACh-evoked depolarization; stronger effect = lower value | B-score at 10 µM | 310,000 tested, 1.1% active;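 active = B-score under library mean minus 3 SD, initial fluorescence not abnormally high, positive integrated signal ratio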;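 note: B-score derived from integrated fluorescence ratio over the kinetic read; more negative B-score means stronger inhibition of depolarization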
# Target sequence (Q61143 whole entry, looked up): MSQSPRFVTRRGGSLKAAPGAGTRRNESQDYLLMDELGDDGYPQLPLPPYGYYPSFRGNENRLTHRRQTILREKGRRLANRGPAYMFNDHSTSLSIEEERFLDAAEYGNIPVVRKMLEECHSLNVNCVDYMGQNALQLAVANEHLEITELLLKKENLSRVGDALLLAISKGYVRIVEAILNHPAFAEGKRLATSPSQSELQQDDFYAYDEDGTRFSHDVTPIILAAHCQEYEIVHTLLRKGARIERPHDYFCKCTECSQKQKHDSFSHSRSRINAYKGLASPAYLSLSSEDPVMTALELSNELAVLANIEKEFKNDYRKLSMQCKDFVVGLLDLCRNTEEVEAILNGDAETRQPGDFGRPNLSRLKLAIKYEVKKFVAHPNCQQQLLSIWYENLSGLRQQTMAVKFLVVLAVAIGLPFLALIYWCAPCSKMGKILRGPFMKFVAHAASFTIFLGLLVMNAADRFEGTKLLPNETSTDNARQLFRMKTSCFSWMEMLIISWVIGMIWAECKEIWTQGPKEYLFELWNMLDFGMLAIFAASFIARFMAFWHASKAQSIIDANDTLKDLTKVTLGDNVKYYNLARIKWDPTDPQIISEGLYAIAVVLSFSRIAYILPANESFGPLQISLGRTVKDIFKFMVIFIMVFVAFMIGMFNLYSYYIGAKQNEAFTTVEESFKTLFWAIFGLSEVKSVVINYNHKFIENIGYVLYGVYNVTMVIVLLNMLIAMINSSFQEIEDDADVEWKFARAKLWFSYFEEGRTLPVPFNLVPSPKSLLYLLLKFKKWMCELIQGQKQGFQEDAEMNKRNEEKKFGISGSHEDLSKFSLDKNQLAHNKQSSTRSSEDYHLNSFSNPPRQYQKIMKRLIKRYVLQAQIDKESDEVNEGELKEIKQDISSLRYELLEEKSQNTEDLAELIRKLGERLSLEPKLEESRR
# TRPC6 act: mouse TRPC6 channel activators, primary screen, cell-based, HEK293, membrane potential dye; 310,000 tested, 0.13% active; B-score at 10 µM; HEK293-TRPC6 membrane potential dye fluorescence; stronger effect = higher value;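 active = B-score of the integrated fluorescence ratio above library mean plus 3 SD, and starting fluorescence ratio within library mean plus 5 SD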;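 note: higher score means more depolarization so channel activation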
# TMEM16A act: TMEM16A chloride channel activators or potentiators, primary screen, cell-based, HTS | Anoctamin-1 (Mus musculus), Q8BHY3 | HEK293 TMEM16A/YFP-H148Q/I152L, iodide quench fluorescence; stronger effect = lower value | B-score at 10 µM | 340,000 tested, 0.3% active;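 active = fluorescence-ratio B-score plate-corrected deviation score at least 3 library SD below zero, with starting fluorescence score within 5 deviations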;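 note: channel opened by trigger with iodide after compound preincubation; score built on the fluorescence ratio of max minus min over baseline; more negative score means more quench and so TMEM16A activation or potentiation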
# SKKanGAS inh: S. pyogenes SKKanGAS growth inhibitors in kanamycin, primary screen, streptokinase expression inhibitor project, SKKanGAS strain, BacTiter-Glo luminescence; 6 h; inhibition, % at 7.5 µM; 300,000 tested, 1.3% active;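 active = mean replicate score, as percent of positive control median, at least 50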;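 note: strain carries kanamycin resistance gene driven by streptokinase promoter and grows in 40 µg/ml kanamycin; loss of luminescence reflects streptokinase promoter inhibition or plain growth inhibition; 0% = median of DMSO wells and 100% = positive control at its reference dose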
# MrgX1 PAM: positive allosteric modulators of MrgX1, primary screen, HEK293 cells, Fluo-4 calcium flux | B-score at 10 µM | Mas-related G-protein coupled receptor member X1 (Homo sapiens), Q96LB2 | FDSS; stronger effect = higher value | 310,000 tested, 0.63% active;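 active = plate-corrected calcium response at least 3 library SD above typical, normal starting fluorescence, not activating the receptor alone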;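 note: compound read alongside a low EC10 to EC30 dose of BAM8-22 agonist; peak minus trough fluorescence over baseline measured at the second addition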
# RGS4 act: RGS4 potentiators or activators, primary screen, cell-based, HEK293 M3R inducible RGS4, calcium flux; carbachol calcium flux Fluo4; stronger effect = lower value; B-score at 10 µM; 310,000 tested, 0.92% active; AID 463111, 2010;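 active = B-score of the integrated calcium signal more than 4 SD below the library mean, with starting fluorescence not abnormally high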;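 note: negative B-score means reduced calcium response which marks RGS4 activation or potentiation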
#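 test system = HEK293 cells with stable M3R and inducible RGS4 | schedule = recording 10 s baseline at 1 Hz, 100 s post-agonist | technique = Fluo4-AM (2 µM) calcium-flux fluorescence, kinetic read | measure = Agonist-evoked peak-minus-minimum fluorescence over baseline, integrated ratio, B score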
# Active calls of the source: *; i = inactive; nt = no result given. Compounds were not picked by outcome. About 6.7% of those tested had a hit in this group.
SMILES,TMEM16A inh,MrgX1 ag,HDAC3 inh,RGS4 block,MrgX1 antag,TRPC6 inhibitor,TRPC6 act,TMEM16A act,SKKanGAS inh,MrgX1 PAM,RGS4 act
CCc1ccc(NC(=O)CN(C)S(=O)(=O)c2ccc3[nH]c(=O)oc3c2)cc1,i,i,0.4,i,i,i,i,i,0.6,i,i
CCCCC(CC)C(=O)Nc1cc(C(=O)NCCC)ccc1N1CCC2(CC1)CC(c1ccccc1)=NO2 (centres undefined),i,i,-13.2,i,i,i,i,i,23.1,i,i
COc1cccc(NC(=O)Nc2ccc(C(C)(C)C)cc2)c1,nt,nt,nt,i,nt,i,i,i,-7.6,nt,i
CC(CCc1ccccc1)NC(=O)CCc1cn(C)c2ccccc12 (centres undefined),i,i,-2.7,i,i,i,i,i,-1.0,i,i
CC(C(=O)Nc1ccccn1)N1C(=O)C2C3C=CC(C3)C2C1=O (centres undefined),i,i,-7.4,i,i,i,i,i,-0.9,i,i
Cc1[nH]c(C)c(S(=O)(=O)N2CCN(c3cccc(C(F)(F)F)c3)CC2)c1C(=O)N1CCCCC1,i,i,7.4,i,i,i,i,i,5.9,i,i
COc1ccccc1C(=O)OCc1c(F)cccc1Cl,i,i,1.4,i,i,i,i,i,20.5,i,i
CC(C)CN(CC(C)C)C(=O)CS(=O)(=O)Cc1ccccc1,i,i,0.5,i,i,i,i,i,1.3,i,i
COc1ccc(C(OCC2CO2)c2ccc(OC)cc2)cc1 (centres undefined),i,i,8.5,i,i,i,i,nt,5.1,i,i
CCOC(=O)N1CCC(NC(=S)Nc2ccc3nc(N4CCN(CC)CC4)cc(C)c3c2)CC1,i,i,-5.1,i,i,i,i,i,4.2,i,i
COc1ccc(NC(=O)CSc2nncn2N)c(OC)c1,i,i,1.9,i,i,i,i,i,-10.1,i,i
COC(=O)CSc1nnc(CNC(=O)c2cccc(C)c2)n1-c1ccccc1OC,i,i,10.0,i,i,i,i,i,-3.0,i,i
C/C(=N\NC(=S)Nc1ccc(F)cc1)c1ccc2c(c1)OCCO2,i,i,10.4,i,i,i,i,i,2.6,i,i
COc1ccc(NC(=O)C(=S)N2CCCC2)cc1,i,i,5.0,i,i,i,i,i,-0.1,i,i
Cc1nn(CCC(=O)O)c(C)c1C,i,i,3.7,i,i,i,i,i,-7.1,i,i
CN1C(=O)CSc2ccc(NC(=O)N3CCN(c4ccccn4)CC3)cc21,i,i,nt,i,i,i,i,i,11.0,i,i
CCOC(=O)c1sc(NC(=O)Nc2ccc(Cl)cc2)nc1C,i,i,0.0,i,i,i,i,i,15.1,i,i
COc1cccc(CN2CCN(Cc3ccco3)CC2)c1,i,i,3.4,i,i,i,i,i,-4.9,i,i
COc1ccc(-c2cc(C(=O)NCc3ccco3)c3ccccc3n2)c(OC)c1,i,i,-0.5,i,i,i,i,i,-5.8,i,i
Cn1cnnc1SCC(=O)NCc1ccccc1,i,i,-2.6,i,i,i,i,i,0.4,i,i
O=C(Nc1cccnc1)/C(N=Nc1c(Cl)cccc1Cl)=C(\O)c1ccccc1,i,i,3.1,i,i,i,i,i,-0.9,i,i
N/C(=N\OC(=O)CCc1ccccc1)c1ccc(Cl)cc1,i,i,nt,i,i,i,i,i,5.1,i,i
COc1ccccc1OCC(=O)c1[nH]c(C)c(C(C)=O)c1C,25*,i,12.7,i,i,i,i,i,-5.9,i,i
CCCOc1ccc(NC(=O)CC2C(=O)N(C)C(=S)N2Cc2ccc3c(c2)OCO3)cc1 (centres undefined),i,i,4.1,i,i,i,i,i,-10.2,i,i
CCCCCCn1c(CN2CCN(Cc3ccccc3)CC2)nc2c1c(=O)n(C)c(=O)n2C,i,i,1.5,i,i,i,i,i,0.8,i,i
Cn1c(/C(C#N)=C/c2ccc(-c3ccc(S(N)(=O)=O)cc3)o2)nc2ccccc21,i,i,0.8,nt,i,nt,nt,i,nt,i,nt
Cc1ccc(S(=O)(=O)C2CCOC2=O)cc1 (centres undefined),i,i,-0.5,i,i,i,i,i,-3.6,i,i
COc1ccc2cc(C(=O)N3CCN(c4ccc(F)cc4)CC3)[nH]c2c1,i,i,0.0,i,i,i,i,i,-2.6,i,i
Cc1nnc(NC(=O)Nc2cccc(Cl)c2)s1,i,i,2.3,i,i,i,i,i,-4.2,i,i
CCOC(=O)N1CCN(C(=O)COc2ccc([N+](=O)[O-])cc2)CC1,i,i,-0.3,i,i,i,i,i,-2.4,i,i
CN1C(=O)/C(=N\OC(=O)c2cccc3ccccc23)c2ccccc21,i,i,8.0,i,i,i,i,i,2.4,i,i
C=C(C)C(=O)N1CC2(CC(c3cccc(NC(=O)CCCCC)c3)=NO2)C[C@H]1C(N)=O (some centres undefined),i,i,6.3,i,i,i,i,i,0.0,i,i
COc1ccc(NS(=O)(=O)c2cccc(C(=O)Nc3cccc(C(=O)O)c3)c2)cc1,i,i,10.0,i,i,i,i,i,3.0,i,i
O=c1c2ccccc2nc(-c2ccccc2Cl)n1O,i,i,-2.9,i,i,i,i,i,-3.0,i,i
COc1ccc2oc(=O)c(C(=O)n3ccc(C)n3)cc2c1,i,i,-3.0,i,i,i,i,i,-3.9,i,i
Nc1cc(C(F)(F)F)ccc1-n1cccc1,i,i,0.3,i,i,i,i,i,1.4,i,i
Cn1c(=O)c(C(=O)CN2CC(=O)Nc3ccccc32)c(N)n(Cc2ccccc2)c1=O,i,i,-6.4,i,i,i,i,i,-0.5,i,i
Cc1cc(C(=O)COc2ccccc2[N+](=O)[O-])c(C)n1C1CC1,i,i,-2.1,i,i,i,i,i,-1.1,i,i
COC(=O)c1cc(NC(=O)Cc2ccc(OC)cc2)cc(C(=O)OC)c1,i,i,3.8,i,i,i,i,i,-17.7,i,i
C/C=C(\C)C(=O)Nc1cccc(C2=NOC3(C2)C[C@H](C(N)=O)N(C(=O)C(c2ccccc2)c2ccccc2)C3)c1 (some centres undefined),i,i,-0.5,i,i,i,i,i,7.3,i,i
CCOC(=O)c1nnn(CC(=O)Nc2cc(Cl)ccc2C)c1C(=O)OCC,i,i,-0.1,i,i,i,i,i,16.2,i,i
COc1ccc(C(=O)N/C(=C\c2ccc3c(c2)OCO3)C(=O)Nc2cccc(C(=O)O)c2)cc1,i,i,nt,i,i,i,i,i,-11.2,i,i
COc1ccccc1CNC(=O)/C=C/c1ccc(S(=O)(=O)NCc2ccco2)cc1,i,i,nt,i,i,i,i,i,13.3,i,i
CCC(=O)c1cc(F)c(N2CCN(S(=O)(=O)c3ccc(C)cc3)CC2)cc1C,i,i,7.9,i,i,i,i,i,-4.1,i,i
COc1ccc(CN2C(=O)[C@H]3Cc4c([nH]c5ccccc45)C(C)(C)N3C2=O)cc1,25*,i,10.8,i,i,i,i,i,26.7,i,i
CC(Nc1ccc(Cl)cc1)c1cc(Cl)ccc1O (centres undefined),i,i,6.6,i,i,i,i,i,2.0,i,i
O=C(CN(Cc1ccc(F)cc1)C(=O)c1csnn1)NC1CCCC1,i,i,-3.8,i,i,i,i,i,-10.9,i,i
Cn1c(N)c(C(=O)COC(=O)CNS(=O)(=O)c2cccc(Cl)c2)c(=O)n(C)c1=O,i,i,-5.0,i,i,i,i,i,-14.8,i,i
CCCCC(=O)NC(=S)Nc1cccc(C(=O)O)c1,i,31.9*,-8.2,i,i,i,i,i,-1.7,i,i
c1nnc(-c2ccc3c(c2)OCO3)o1,i,i,6.1,i,i,i,i,i,0.6,i,i

# The listing continues.
SMILES,TMEM16A inh,MrgX1 ag,HDAC3 inh,RGS4 block,MrgX1 antag,TRPC6 inhibitor,TRPC6 act,TMEM16A act,SKKanGAS inh,MrgX1 PAM,RGS4 act
Cc1onc(-c2ccccc2)c1C(=O)c1c[nH]c(C(=O)NCCCN2CCOCC2)c1,i,i,-2.1,i,i,i,i,i,-2.0,i,i
COc1ccc(C2C(C#N)=C(SC)NC3=C2C(=O)CC(C)(C)C3)cc1 (centres undefined),i,i,-3.0,i,i,i,i,i,-6.1,i,i
CCNC(=S)N1CCN(CCN=CC2=C(O)CC(c3cccs3)CC2=O)CC1 (centres undefined),i,i,2.2,i,i,i,i,i,-0.9,i,i
O=C(COC(=O)Cc1ccc(Br)cc1)NC1CCCCC1,i,i,2.6,i,i,i,i,i,-8.2,i,i
COc1ccc(N2CCN(C(=O)CCNC(=O)c3ccc(Br)cc3)CC2)cc1,i,i,-12.0,i,i,i,i,i,-32.5,i,i
CN(c1ccc(C(=O)Nc2cccnc2)cc1)S(=O)(=O)c1ccccc1,i,i,1.4,i,i,i,i,-4.99*,-4.1,i,i
O=C(O)COc1ccc(/C=N/O)cc1Br,i,i,-5.5,i,i,i,i,i,-3.3,i,i
Cc1ccccc1NC(=O)c1ccccc1NC(=O)c1ccccc1F,i,i,0.7,i,i,i,i,i,-0.3,i,i
Cc1cc(C)n(C(=O)/C(C#N)=N/Nc2cc(Cl)cc(Cl)c2)n1,100*,i,0.5,i,i,-6.52*,i,i,90.5*,i,i
O=C(O)C1CCCCC1C(=O)NCCC(c1ccccc1)c1ccccc1 (centres undefined),i,i,1.6,i,i,i,i,i,16.7,i,i
C=CCN(CC=C)C(=O)c1cc2ccccc2c(=O)o1,i,i,-1.1,i,i,i,i,i,14.5,i,i
C=CCOc1cccc(C(=O)N2CCCC(CCC(=O)NCc3ccccc3F)C2)c1 (centres undefined),i,i,-4.4,i,i,i,i,i,2.9,i,i
CC(C)(C)c1ccc(-c2nnc(SCCN3C(=O)c4ccccc4C3=O)o2)cc1,i,i,-0.3,i,i,i,i,i,13.7,i,i
Cc1cc(C)c(NC(=O)CSc2nncn2-c2cccnc2)c(C)c1,i,i,-3.7,i,i,i,i,i,-4.7,i,i
